Compound activity: PubChem BioAssay, several laboratories
TWEAK Fn14 block – inhibitors of TWEAK-Fn14 signaling, primary screen, luciferase reporter cells, uHTS; hit rate 2% among 360,000; TWEAK-stimulated Fn14 reporter cells, luciferase luminescence, 8 h; inhibition, % at 10 µM; in the data active = inhibition above about 50%
KKLEB cytotox – cytotoxicity in KKLEB CF airway cells, primary screen, cytotoxicity control for CF NF-kB inhibitor project, cell-based, uHTS, fluorescence assay plates; KKLEB CF airway cells viability, ATPlite luminescence, overnight; active compounds read low; cells stimulated with P. aeruginosa culture filtrate; activity change (cytotoxicity), % at 5 µM; hit rate 0.36% among 360,000; AID 602141, 2011;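 active = corrected activity change at or below -50% at 5 µM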
TROY signal inh – inhibitors of TROY-driven NF-kB signaling, primary screen, Q293 LMP1-TROYcd cells, NF-kB luciferase, uHTS; Q293 LMP1-TROYcd NF-kB luciferase reporter, 4 h; hit rate 0.98% among 360,000; AID 1347056, 2019; inhibition, % at 10 µM;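 active = compounds whose plate-normalised and pattern-corrected inhibition of the luciferase reporter signal at the single screening dose is 50% or more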
NR2E3 ag-1 – NR2E3 agonists in two-hybrid cells, primary screen, cell-based, luminescence, CHO-S, Gal4-NCOR/VP16-NR2E3; Photoreceptor-specific nuclear receptor (Homo sapiens), Q9Y5X4; luciferase; inhibition of corepressor binding, % at 3.98 µM; hit rate 0.35% among 360,000; AID 602229, 2012;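 active = inhibition above the mean of all tested compounds plus 3 SD, cut at about 70% in these data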;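 also: 0% = DMSO with NR2E3 transfected cells and 100% = cells lacking NR2E3 construct; higher means lower luciferase signal from less NR2E3 corepressor binding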
Target sequence (Q9Y5X4 whole entry, looked up, the tested form may be a part): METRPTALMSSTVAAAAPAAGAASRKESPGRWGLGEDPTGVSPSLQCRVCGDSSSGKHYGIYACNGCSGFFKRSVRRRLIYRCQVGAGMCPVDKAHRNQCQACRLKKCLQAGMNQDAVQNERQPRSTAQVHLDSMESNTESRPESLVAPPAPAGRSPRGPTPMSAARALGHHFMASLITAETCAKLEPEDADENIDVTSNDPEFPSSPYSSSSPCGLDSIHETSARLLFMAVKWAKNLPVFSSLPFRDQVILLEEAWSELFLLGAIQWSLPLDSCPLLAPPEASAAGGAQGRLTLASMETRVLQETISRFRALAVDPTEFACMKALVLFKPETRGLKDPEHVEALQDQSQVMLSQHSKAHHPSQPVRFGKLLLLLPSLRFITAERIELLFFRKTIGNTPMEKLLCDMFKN
Shn3 3UTR inh – reduction of Shn3 3'UTR firefly luciferase signal, primary screen, Schnurri-3 inhibitor project, cell-based, Clone20 osteoblasts, set 2; inhibition, % at 12.5 µM; hit rate 0.52% among 360,000; Clone20 osteoblast Shn3 3'UTR firefly luciferase, 24 h;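 active = mean inhibition of at least 75% with every replicate also reaching 75%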;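 also: 0% = median of neutral control wells and 100% = pilot-screen positive control compound; some compounds past the cut are filed as inactive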
NR2E3 ag-2 – inhibitors of NR2E3-RetCOR corepressor binding, primary screen, NR2E3 agonist project, biochemical, TR-FRET, GST-NR2E3, biotin-RetCOR; Photoreceptor-specific nuclear receptor (Homo sapiens), Q9Y5X4; 1536-well; inhibition of corepressor binding, % at 4.78 µM; hit rate 0.12% among 320,000; AID 2300, 2010;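 active = percent inhibition above the cutoff of mean plus 3 SD of all tested compounds, set per screening campaign, cut at about 20% in these data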;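 also: 0% = DMSO wells and 100% = biotin wells as full block of FRET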
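System: GST-tagged NR2E3 plus biotinylated RetCOR corepressor; Buffer or medium: pH 7.5 Tris-based buffer; Probe or stimulus: RetCOR corepressor, biotinylated, 7 nM; Doses: compound at 4.8 µM, single dose; Schedule: 5 h incubation at 4 °C; Technique: time-resolved FRET; Evaluation: percent inhibition of TR-FRET ratio; Replication: one well per compound, singlicate testing.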
HIF-2a inh – HIF-2a reporter inhibitors, primary screen, luminescence, 786-0 RCC cells; 786-0 RCC cells HIF-2a reporter, luciferase luminescence, overnight; inhibition, % at 18.8 µM; hit rate 0.72% among 360,000;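 active = inhibition of the luminescence signal of 40% or more relative to plate controls, in a single-dose primary screen at 18.75 µM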
Peg3 promoter – Peg3 promoter-driven luciferase inhibitors, primary screen, cell-based, HeLa, luciferase luminescence. HeLa PEG-Prom luciferase reporter, overnight. inhibition, % at 20 µM. hit rate 1.7% among 360,000. AID 588405, 2011;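 active = inhibition of at least 50% at 20 µM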
TRPM1 prom inh – inhibitors of MITF-dependent TRPM1 promoter reporter, primary screen, cell-based, SK-MEL-5, single point, luciferase; inhibition, % at 12.5 µM; AID 488899, 2010; SK-MEL-5 TRPM1 promoter luciferase, 24 h; hit rate 0.83% among 330,000;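 active = mean inhibition across replicates of 60% or more, whatever share of single replicates reaches that level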; also: values of inactives mirror those of a sister screen read the other way
C8 TRAIL sens – viability loss with TRAIL in NB7+C8 cells, primary screen, TRAIL sensitizer project, cell-based, ATPlite luminescence; inhibition (viability loss, TRAIL sensitization), % at 10 µM; hit rate 1% among 360,000;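 active = compounds causing at least 50% loss of cell viability in the single-dose screen, relative to plate controls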
CF NFkB block – inhibitors of PAF-induced NF-kB signaling, primary screen, cell-based, GFP fluorescence, uHTS | KKLEB NF-kB-GFP reporter, GFP fluorescence overnight | inhibition, % at 5 µM | hit rate 0.86% among 360,000;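 active = at least 50% inhibition at 5 µM, scaled per plate between neutral and stimulator controls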;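 also: PAF is a Pseudomonas aeruginosa culture filtrate used as stimulus; plate controls were PAF-stimulated DMSO wells for no effect and unstimulated DMSO wells for full effect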
* marks the source's active call; other numbers are inactive results; . = not tested or not shown.

Compound	TROY signal inh	TWEAK Fn14 block	Shn3 3UTR inh	C8 TRAIL sens	CF NFkB block	TRPM1 prom inh	NR2E3 ag-2	KKLEB cytotox	Peg3 promoter	NR2E3 ag-1	HIF-2a inh
CCCC1C2C(=O)N(c3ccccc3OC)C(=O)C2ON1c1ccccc1 (configuration not stated)	0	7	9	0	7	4	1	-4	1	-3	11
CCOc1ccc(NC(=O)CN(C)C(=O)c2cn(-c3ccccc3)nc2-c2cccs2)cc1OCC	-14	27	34	-12	-9	30	.	-2	32	2	-10
COc1ccc(Cl)cc1C(=O)NNC(=O)COC(=O)c1cccs1	-3	3	-11	7	-12	3	.	2	0	22	-6
CC(=O)NCCC1CCN(C(=O)c2cc(COc3ccc(C)nc3)on2)CC1	4	14	6	7	-8	1	1	5	18	-8	-2
Cc1cc(-c2ccc(S(=O)(=O)NCc3ccc(F)cc3)cc2)on1	21	1	29	3	-2	11	2	-18	26	24	15
CC1CCN(S(=O)(=O)c2ccc(NC(=O)CN3CCCCCC3)cc2)CC1	0	-14	5	-5	15	5	5	-1	6	0	13
O=c1c(-c2ccccc2)c(-c2ccccc2)oc2cc(O)cc(O)c12	32	7	-5	-8	22	-3	1	8	11	-17	-23
CCOc1ccc(S(=O)(=O)N(CC(=O)NC2CCCC2)c2ccc(F)cc2)cc1	-27	10	0	7	17	-5	1	-10	27	22	14
O=C(CN1CCN(c2nc(-c3ccc(F)cc3)cs2)CC1)NCc1ccc2c(c1)OCO2	15	10	27	-15	-13	-1	0	-37	13	16	7
O=C(NCC1CCCO1)c1nc(Cn2ccc([N+](=O)[O-])n2)no1 (configuration not stated)	-16	12	10	8	-9	-1	1	8	4	-7	19
COC(=O)C(C)Sc1nc2c(c(=O)n(C)c(=O)n2C)n1Cc1cccc(C)c1 (configuration not stated)	6	-3	1	4	1	-17	.	7	0	-28	20
CC1CC(c2ccccc2)n2nc(N3C(=O)c4ccccc4C3=O)nc2N1 (configuration not stated)	0	10	7	-10	6	12	0	1	-7	6	10
Cc1ccccc1-n1cc(C(=O)c2cc(Cl)ccc2O)cc(C#N)c1=O	14	2	15	18	6	1	0	-2	26	-7	19
NS(=O)(=O)c1ccc(CCNC(=O)CCc2nc3sc4c(c3c(=O)[nH]2)CCCC4)cc1	-2	-10	-10	2	3	6	-2	2	5	0	8
O=C(O)CCCNS(=O)(=O)c1ccc(F)cc1	8	-8	-3	-19	-3	-3	1	9	1	4	9
COc1ccc(-n2nc(C(=O)NCC(=O)NCC3COc4ccccc4O3)c3ccccc3c2=O)cc1 (configuration not stated)	-4	42	-2	-14	15	14	1	2	21	3	24
COc1ccc(-c2noc(CN(C)Cc3ccc(C)o3)n2)cc1	-6	8	-20	-21	-21	0	-6	0	-29	-23	-76
Cc1cc(NC(=O)c2ccc(N3CCCC3)c([N+](=O)[O-])c2)no1	13	10	-37	13	-8	-3	0	1	-108	-12	-117
CCOC(=O)N1CCC(N2CCCC(C(=O)c3ccc4cc(OC)ccc4c3)C2)CC1 (configuration not stated)	12	3	14	4	10	-16	2	-2	25	7	16
CC(C)n1nc(C(=O)OCn2nnc3ccccc3c2=O)c2ccccc2c1=O	6	11	21	-6	16	-10	0	9	3	-16	8
O=C(Cn1nc(C(=O)O)c2ccccc2c1=O)c1cc(F)ccc1F	0	0	-15	-10	11	-16	1	-9	-5	20	12
CCC(C)Nc1nc2c(c(=O)n(C)c(=O)n2C)n1Cc1ccc(Cl)cc1 (configuration not stated)	-7	16	51	-12	1	0	1	-6	6	-22	-1
CC1(C)CC(=O)C=C(c2cccc(OC(=O)c3ccc(Br)cc3)c2)C1=O	2	-18	9	0	3	.	.	1	-10	-19	15
CC1CC(C)CN(C(=O)c2ccc3ncsc3c2)C1 (configuration not stated)	-4	3	8	-32	9	7	1	11	19	-19	19
C=C1CCN([C@@H](CC(C)C)C(=O)O)S(=O)(=O)c2ccccc21	13	-1	1	-3	-22	-1	1	2	-2	-2	12
Cc1ccccc1CS(=O)(=O)Cc1ccc(C(=O)NCc2ccco2)o1	18	-6	7	4	-14	2	-4	3	12	-23	10
COC(=O)c1sccc1NC(=O)CCC1CCCCC1	-62	-1	10	8	-1	-1	1	4	-38	-10	-101
C[C@H](CO)N1C[C@H](C)[C@@H](CN(C)C(=O)Nc2ccc3c(c2)OCO3)Oc2ccc(NC(=O)NC3CCCCC3)cc2C1=O	-6	-18	4	1	-4	6	.	2	-1	-14	4
CCOc1ccc(NC(=O)CSc2nc3c([nH]c4ccccc43)c(=O)n2C)cc1	-12	6	-8	6	17	.	0	6	7	-11	25
O=C(Nc1cccc(C(F)(F)F)c1)c1cccnc1NCCO	7	-16	-3	-7	-18	-10	3	-6	4	3	-3
OC(C#CCN1CCOCC1)(c1ccccc1)C1CC1 (configuration not stated)	-20	-5	-14	-6	13	2	1	-5	2	3	7
CCCNC(=S)Nc1ccc(Cl)cc1C	7	-3	-10	10	-2	8	1	-3	8	10	17
CC(CN1CCOCC1)(NS(=O)(=O)c1ccccc1)c1ccccc1 (configuration not stated)	-14	6	-1	-14	14	5	1	-10	3	-15	13
Cc1cc(C)c2c(c1C)C(=O)CCC2	-2	-9	1	-1	-2	0	.	20	-37	6	-32
COc1ccc(CNC(=O)CSc2cc(=O)n(C)c3ccccc23)cc1	-8	-8	-1	-5	-5	13	0	0	-9	-39	8
CSc1nnc(-c2ccc(NC(=O)CCc3ccccc3)cc2)n1C	2	4	17	1	11	4	-5	3	4	-8	11
O=C(CSc1ccccc1)NCc1cccnc1	2	12	-6	-11	16	6	-2	2	0	1	-4
COc1ccc(C2C(C(=O)N3CCN(c4ccccc4)CC3)c3ccccc3C(=O)N2C)cc1 (configuration not stated)	1	17	-1	59*	12	9	-1	-2	12	-12	17
O=C(COC(=O)CC1CC2CCC1C2)Nc1ccccc1Cl (configuration not stated)	-11	3	25	4	7	-7	.	8	15	0	5
COc1ccc2c(Cn3cnc4cc([N+](=O)[O-])ccc4c3=O)cc(=O)oc2c1	-2	-12	21	18	22	33	1	-5	37	-13	27
O=C(NCCCc1ccccc1)C1CC1	5	5	-32	-18	-11	.	5	-1	4	7	0
CC(C)(C)C1CCc2onc(C(=O)Nc3cccc(O)c3)c2C1 (configuration not stated)	4	26	7	9	31	-2	2	10	-65	-66	-146
COc1ccccc1Oc1coc2c(CN3CCN(C)CC3)c(O)ccc2c1=O	17	1	5	-6	13	10	0	1	3	-7	-6
N#Cc1c2n(c3c(-c4ccccc4)ncnc13)CCC2	-1	6	4	5	2	5	0	3	16	12	14
CS(=O)(=O)Nc1ccc(-c2cccc3nccn23)cc1	-5	12	28	3	-6	.	.	-2	11	-31	6
COc1ccc2[nH]c3nc(SCC(=O)Nc4cccc(NC(C)=O)c4)nnc3c2c1	-10	-17	6	12	-28	-24	2	-13	-32	-3	-53
COCCCN(CC(=O)Nc1ccc(N2CCOCC2)cc1)S(=O)(=O)c1ccc(C)cc1	1	10	14	-4	-4	0	0	8	10	-12	14
CCc1ccc(/C=N/NC(=O)c2cc(-c3cccc([N+](=O)[O-])c3)n[nH]2)cc1	-3	-31	-11	19	3	12	-1	6	11	5	-10
CCOc1ccc(C(=O)Nc2cccc(-c3nc4cccnc4o3)c2)cc1Cl	-24	-67	1	-1	-8	-10	1	9	90*	-4	-17
O=C(NN=Cc1ccc(F)cc1)c1ccccc1NS(=O)(=O)c1cccs1	-5	-10	6	-9	-4	6	.	6	12	-21	-27
COc1ccc(-c2cc3nc(C)cc(-c4ccc(OC)cc4)n3n2)cc1	-6	-3	-10	5	-1	-5	0	0	23	-28	-18
Cc1noc(C)c1COc1cccc(C(=O)N2CCN(C/C=C/c3ccccc3)CC2)c1	-6	12	18	13	-1	10	1	1	-61	-16	-66
Fc1ccc(OCc2cc(-c3ccccc3)no2)cc1	-66	-59	-75	-11	-3	-95	-3	19	-359	-112	-268

Not a retest: two of the compounds above.
Compound	TROY signal inh	TWEAK Fn14 block	Shn3 3UTR inh	C8 TRAIL sens	CF NFkB block	TRPM1 prom inh	NR2E3 ag-2	KKLEB cytotox	Peg3 promoter	NR2E3 ag-1	HIF-2a inh
Cc1noc(C)c1COc1cccc(C(=O)N2CCN(C/C=C/c3ccccc3)CC2)c1	-6	12	18	13	-1	10	1	1	-61	-16	-66
Fc1ccc(OCc2cc(-c3ccccc3)no2)cc1	-66	-59	-75	-11	-3	-95	-3	19	-359	-112	-268

This is a subset (hit frequency here may not be typical).
